# Screening results deposited in PubChem by NMMLSC.
# Rab2A wt mod = modulators of GTP binding to Rab2A wildtype, primary screen, biochemical, dog, bead-based flow cytometry, multiplex; Ras-related protein Rab-2A (Canis lupus familiaris), P61105; GST-Rab2 wt beads, Bodipy-GTP binding; 190,000 tested, 0.19% active; GTP binding activity, % at 10 µM; AID 760, 2007;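 active means GTP binding activity at least 20 points away from 100%, either lowered or raised; inconclusive means signal likely due to the compound's own green fluorescence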;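 further: 0% = beads with excess unlabeled GTP and 100% = no-compound control corrected for plate trend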
# Bim-Bcl-XL = inhibitors of Bim-Bcl-XL binding, primary screen, biochemical, multiplexed, bead flow cytometry, human Bcl-XL; Bcl-2-like protein 1 (Homo sapiens), Q07817; Bim peptide-Bcl-XL binding, fluorescence; inhibition, % at 10 µM; 190,000 tested, 0.04% active
# Bcl-W Bim block = inhibitors of Bim binding to Bcl-W, primary screen, biochemical, multiplexed, bead-based flow cytometry | inhibition, % at 10 µM | 190,000 tested, 0.02% active | Bim peptide-Bcl-W binding | Bcl-2-like protein 2 (Homo sapiens), Q92843;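 further: 0% = bound tracer without compound and 100% = peptide blocker; higher means less fluorescent Bim peptide bound to Bcl-W beads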
# Target sequence (Q92843 whole entry, looked up): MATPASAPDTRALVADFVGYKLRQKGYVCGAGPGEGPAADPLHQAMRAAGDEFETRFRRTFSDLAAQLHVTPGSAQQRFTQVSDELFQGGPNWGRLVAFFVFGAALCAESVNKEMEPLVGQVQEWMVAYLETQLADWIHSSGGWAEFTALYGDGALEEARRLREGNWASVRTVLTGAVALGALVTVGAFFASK
# HRas wt GTP bind = modulators of GTP binding to HRas wildtype, primary screen, biochemical, bead-based flow cytometry, multiplex; GTPase HRas (Homo sapiens), P01112; AID 759, 2007; 190,000 tested, 0.14% active; GTP binding activity, % at 10 µM; GST-Ras wt beads, Bodipy-FL-GTP binding; actives lie on both sides;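 active means GTP binding activity at least 20% away from the 100% baseline, either lowered as inhibitor or raised as activator; inconclusive means flagged as likely green fluorescent, judged across all proteins in the well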;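 further: 0% = unlabeled GTP competition control and 100% = no-compound control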
# Target sequence (P01112 whole entry, looked up): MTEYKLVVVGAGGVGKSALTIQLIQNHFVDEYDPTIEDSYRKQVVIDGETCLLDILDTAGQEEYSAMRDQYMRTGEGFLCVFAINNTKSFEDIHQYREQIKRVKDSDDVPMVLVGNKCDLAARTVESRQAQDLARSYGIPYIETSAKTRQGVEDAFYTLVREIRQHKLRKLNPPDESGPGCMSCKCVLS
# Rac1 wt GTP bind = wildtype Rac1 GTP binding modulators, primary screen, biochemical, GST-Rac1 beads, flow cytometry, multiplex. Ras-related C3 botulinum toxin substrate 1 (Homo sapiens), P63000. fluorescent GTP binding; actives lie on both sides; 0 = cold GTP competed, 100 = untreated. GTP binding activity (% of control), % at 10 µM. 190,000 tested, 0.27% active. AID 757, 2007;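 active means GTP binding activity at least 20 points away from the 100% control level, either lower or higher; inconclusive means compound flagged as likely green fluorescent, judged across all proteins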
# Bfl-1 Bim block = inhibitors of Bim binding to Bfl-1, primary screen, biochemical, multiplexed, bead-based flow cytometry; inhibition, % at 10 µM; 190,000 tested, 0.12% active; Bcl-2-related protein A1 (Homo sapiens), Q16548; AID 1008, 2008; Bim-Bfl-1 binding inhibition;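 further: 0% = wells without compound plus tracer and 100% = blocker peptide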
# Rac1 mut GTP = GTP binding modulators of activated mutant Rac1, primary screen, biochemical, bead-based flow cytometry, multiplex, fluorescent GTP | AID 764, 2007 | Ras-related C3 botulinum toxin substrate 1 (Homo sapiens), P63000 | GST-Rac1 activated beads; actives lie on both sides; 100% means binding = to untreated wells | percent activity (GTP binding), % at 10 µM | 190,000 tested, 0.11% active;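 active means GTP binding at least 20 percentage points away from the 100% baseline, in either direction, so actives lie on both sides; inconclusive means Compound likely fluorescent itself, or too few beads counted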
# Bcl-2 Bim block = inhibitors of Bim-Bcl-2 binding, primary screen, biochemical, multiplexed, human Bcl-2 family | Apoptosis regulator Bcl-2 (Homo sapiens), P10415 | Bead-based flow cytometry, Bim peptide-Bcl-2 binding | inhibition, % at 10 µM | 190,000 tested, 0.06% active; in the data active means inhibition above about 40%; inconclusive means no clear call, values can overlap the other calls;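 further: 0% = no compound wells with probe peptide and 100% = reference peptide inhibitor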
# Bim-Bcl-B = inhibitors of Bim-Bcl-B binding, primary screen, biochemical, multiplexed, human Bcl-2 family; Bcl-2-like protein 10 (Homo sapiens), Q9HD36; bead-based flow cytometry, Bim peptide-Bcl-B binding; inhibition, % at 10 µM; 190,000 tested, 0.073% active; AID 951, 2007;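 further: 0% = tracer peptide without compound and 100% = reference inhibitor peptide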
# Target sequence (Q9HD36 whole entry, looked up): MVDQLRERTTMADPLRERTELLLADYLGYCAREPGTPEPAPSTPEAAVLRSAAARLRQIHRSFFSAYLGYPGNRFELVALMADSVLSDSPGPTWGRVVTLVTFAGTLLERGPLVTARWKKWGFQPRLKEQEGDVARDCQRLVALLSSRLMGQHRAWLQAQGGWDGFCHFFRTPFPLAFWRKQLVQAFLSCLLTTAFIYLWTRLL
# Rab7 wt GTP bind = modulators of GTP binding to Rab7, primary screen, biochemical, wildtype, multiplex bead flow cytometry | Rab7 GTPase wild type (dog), Bodipy-FL-GTP binding | GST-Rab7 beads, fluorescent GTP binding; actives lie on both sides; untreated = 100%, excess cold GTP = 0% | GTP binding activity (percent of control), % at 10 µM | 190,000 tested, 0.055% active | AID 758, 2007;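 active means fluorescent GTP binding to Rab7 beads changed by at least 20 points from the 100% baseline, either direction, mostly lower; inconclusive means compound itself probably fluorescent, or too few beads counted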;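 further: median green fluorescence of bound Bodipy-FL-GTP per Rab7 bead population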
# Cdc42 wt GTP = modulators of GTP binding to wildtype Cdc42, primary screen, biochemical, multiplex bead flow cytometry, Bodipy-GTP. Cell division control protein 42 homolog (Homo sapiens), P60953. GST-Cdc42 beads; actives lie on both sides. percent activity (GTP binding), % at 10 µM. 190,000 tested, 0.2% active. AID 761, 2007;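 active means percent activity GTP binding at least 20 points away from the 100% baseline, either down as inhibitor or up as activator; inconclusive means compound flagged as likely green fluorescent from well-wide comparison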;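 further: median bead fluorescence of bound Bodipy-FL-GTP at 100 nM; 0% = excess unlabeled GTP control and 100% = no compound control; below 100% means less GTP binding so inhibitor and above means activator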
# Target sequence (P60953 whole entry, looked up): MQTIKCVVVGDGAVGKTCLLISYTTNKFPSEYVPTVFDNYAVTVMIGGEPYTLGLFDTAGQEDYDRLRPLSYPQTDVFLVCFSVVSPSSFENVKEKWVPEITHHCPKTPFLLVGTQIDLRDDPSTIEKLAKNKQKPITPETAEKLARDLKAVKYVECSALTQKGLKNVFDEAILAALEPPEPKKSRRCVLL
# The depositor's hits bear a star; ? = inconclusive; . = no result given. Unless noted, no stated cut-off is given here; in the data, active means inhibition above about 40%.
SMILES,Rab2A wt mod,Bim-Bcl-XL,Bcl-W Bim block,HRas wt GTP bind,Rac1 wt GTP bind,Bfl-1 Bim block,Rac1 mut GTP,Bcl-2 Bim block,Bim-Bcl-B,Rab7 wt GTP bind,Cdc42 wt GTP
CCC1S/C(=N/N=C/c2ccco2)N(c2ccc(F)cc2)C1=O (stereo not given),105,-7,-4,104,104,-1,100,-3,-8,103,103
O=C(NCc1cccs1)c1ccc([N+](=O)[O-])cc1Cl,96,-9,-7,97,101,-10,97,-10,-11,98,99
CCN(CCNC(=O)C1CCCN(Cc2nc(-c3ccc(OC)cc3)oc2C)C1)c1ccccc1 (stereo not given),101,-5,-4,102,103,0,95,-3,-5,102,101
Cc1sc2nc(CN3CCN(S(=O)(=O)c4cccc5nonc45)CC3)[nH]c(=O)c2c1C,97,-1,0,98,100,-6,97,-3,-6,99,97
Cc1cccc(C)c1NC(=O)Cn1nnnc1N,100,-3,-4,101,100,-8,99,-5,-5,105,97
Cc1cccc(OCC(=O)Nc2cccc(C(=O)NCC(C)C)c2)c1,101,-1,0,102,104,-1,102,0,0,101,102
N=c1c(C(=O)NCc2ccc(F)cc2)cc2c(=O)n3ccccc3nc2n1Cc1ccco1,96,-9,-9,93,95,-10,95,8,-3,93,99
Cc1cccc2c(N=Nc3ccc(S(=O)(=O)Nc4cccc(Cl)c4)cc3[N+](=O)[O-])c(O)[nH]c12,95,1,1,98,99,-2,96,-2,-1,102,96
Cc1ccc(/C=C/C(=O)c2ccc(C)cc2)cc1,100,0,0,100,105,0,99,0,1,99,99
CC(C)c1ccc2oc(=O)cc(CN3CCN(c4ccc(F)cc4)CC3)c2c1,95,12,3,97,97,-7,95,-7,-3,98,98
O=C(CCCn1c(SCC(=O)NCC2CCCO2)nc2ccccc2c1=O)NCC1CCCO1 (stereo not given),99,0,2,101,102,-9,99,0,0,104,102
Cc1ccc(C(=O)N/N=C\c2ccc([N+](=O)[O-])s2)cn1,100,-5,-2,98,101,0,99,1,-1,104,101
COc1ccc(OCCSc2ncnc3nc[nH]c23)cc1,97,0,-2,96,96,-9,97,-2,-5,96,96
Cc1ccn(CCC(=O)N2CCCC(CCC(=O)NCc3ccc(F)c(F)c3)C2)n1 (stereo not given),99,0,-2,94,92,1,94,-1,0,102,94
O=C(CNC(=O)c1cccc(Br)c1)NCCc1nc2ccccc2[nH]1,97,-4,-3,100,101,-3,100,-5,0,98,99
Cc1ccc(-n2c(C)nc3ncnc(-c4ccccc4)c32)cc1,96,-4,-5,98,102,0,99,-3,-4,93,100
COc1ccc(S(=O)(=O)N(CC(=O)NC2CC2)c2ccc(C)cc2)cc1OC,99,0,0,99,96,2,94,0,2,99,99
COc1ccc(OC)c(/C=N/Nc2nncn2/N=C/c2cc(OC)ccc2OC)c1,98,-2,0,101,101,0,100,-5,-8,99,102
C=CCc1ccc(OCCCOc2ccc(C)cc2OC)c(OC)c1,97,0,0,99,96,0,94,0,1,96,99
O=C(O)COc1ccccc1/C=C1\SC(=O)N(Cc2ccc(F)cc2)C1=O,93,-3,-3,92,88,0,90,-1,-1,92,89
CCCNC(=O)c1ccccc1NC(=O)c1ccc(CSc2ccccc2)cc1,94,3,-4,97,97,-2,94,-4,-5,94,96
C=CCSc1nc(C)c(CC=C)c(=O)[nH]1,101,-1,0,101,104,-4,99,-2,-3,99,103
CC(=O)N/C(=C\c1ccccc1)C(=O)NCc1ccc2c(c1)OCO2,99,-4,0,98,99,-2,95,-5,-4,106,97
O=C(NC(c1ccccc1)C(Cl)Cl)c1ccccc1 (stereo not given),102,-14,-7,99,104,-11,99,-9,-9,102,101
COc1ccccc1N1CCN(C(=O)COc2ccc(Cl)cc2)CC1,101,-5,-3,101,106,-9,101,-7,-7,100,105
O=C(CNC(=O)c1ccc(F)cc1)N/N=C/c1cn[nH]c1-c1ccccc1,99,-5,-5,99,103,-4,98,-2,-9,99,101
COc1ccc(OC)c(NC(=O)c2ccc3nc(-c4ccccc4)c(-c4ccccc4)nc3c2)c1,95,-5,-3,95,96,-3,92,-4,-5,98,97
CCOC(=O)c1sc(NC(=O)c2c(OC)cccc2OC)nc1C,100,-3,0,101,103,-10,99,-8,-4,96,104
CCCCn1c(N2CCC(Cc3ccccc3)CC2)nc2c1c(=O)[nH]c(=O)n2C,101,-1,-1,101,106,-1,99,0,0,98,103
CC(C)C(O)(C#CCN1CCCCC1)c1ccccc1 (stereo not given),98,0,-3,101,96,-1,97,1,-2,96,103

# Arranged by SMILES length (lowest first): some entries from above.
SMILES,Rab2A wt mod,Bim-Bcl-XL,Bcl-W Bim block,HRas wt GTP bind,Rac1 wt GTP bind,Bfl-1 Bim block,Rac1 mut GTP,Bcl-2 Bim block,Bim-Bcl-B,Rab7 wt GTP bind,Cdc42 wt GTP
Cc1cccc(C)c1NC(=O)Cn1nnnc1N,100,-3,-4,101,100,-8,99,-5,-5,105,97
C=CCSc1nc(C)c(CC=C)c(=O)[nH]1,101,-1,0,101,104,-4,99,-2,-3,99,103
C=CCc1ccc(OCCCOc2ccc(C)cc2OC)c(OC)c1,97,0,0,99,96,0,94,0,1,96,99
CCOC(=O)c1sc(NC(=O)c2c(OC)cccc2OC)nc1C,100,-3,0,101,103,-10,99,-8,-4,96,104
CC(=O)N/C(=C\c1ccccc1)C(=O)NCc1ccc2c(c1)OCO2,99,-4,0,98,99,-2,95,-5,-4,106,97
O=C(O)COc1ccccc1/C=C1\SC(=O)N(Cc2ccc(F)cc2)C1=O,93,-3,-3,92,88,0,90,-1,-1,92,89
COc1ccc(S(=O)(=O)N(CC(=O)NC2CC2)c2ccc(C)cc2)cc1OC,99,0,0,99,96,2,94,0,2,99,99
Cc1sc2nc(CN3CCN(S(=O)(=O)c4cccc5nonc45)CC3)[nH]c(=O)c2c1C,97,-1,0,98,100,-6,97,-3,-6,99,97
COc1ccc(OC)c(NC(=O)c2ccc3nc(-c4ccccc4)c(-c4ccccc4)nc3c2)c1,95,-5,-3,95,96,-3,92,-4,-5,98,97
Cc1cccc2c(N=Nc3ccc(S(=O)(=O)Nc4cccc(Cl)c4)cc3[N+](=O)[O-])c(O)[nH]c12,95,1,1,98,99,-2,96,-2,-1,102,96

# (next part)
SMILES,Rab2A wt mod,Bim-Bcl-XL,Bcl-W Bim block,HRas wt GTP bind,Rac1 wt GTP bind,Bfl-1 Bim block,Rac1 mut GTP,Bcl-2 Bim block,Bim-Bcl-B,Rab7 wt GTP bind,Cdc42 wt GTP
Cc1ccccc1CN1CCN(CC(=O)NCCCN2CCN(c3ccc(F)cc3)CC2)C1=O,96,-6,2,100,100,-10,97,-2,-6,97,100
COc1ccc(CCN2C(=O)CC(N3CCN(S(=O)(=O)c4ccccc4)CC3)C2=O)cc1OC (stereo not given),97,1,1,97,98,-2,93,2,0,100,94
O=c1cc2c(nn1Cc1ccc(Cl)cc1Cl)-c1ccccc1CC2,101,0,-1,101,98,-2,98,-8,-4,98,100
O=C(C(=C1NCCN1)n1cncn1)c1ccccc1,99,0,0,101,106,0,101,1,-3,96,102
Cc1[nH]n(-c2ccccc2)c(=O)c1C=Nc1cccc2cccnc12,98,6,3,99,98,13,99,9,8,96,100
O=C(CSc1ccccc1Cl)N1CCC(c2nc3ccccc3s2)CC1,98,-5,-1,101,102,-16,99,-7,-13,103,98
COc1ccc(/C=C(\C#N)c2n[nH]c(Cn3cncn3)n2)cc1,93,0,-1,96,97,-3,96,-3,0,100,96
N#CC1=C(N)N2C(=C(C#N)C13CCN(Cc1ccccc1)CC3)Nc1ccccc12,97,1,1,97,99,0,96,-1,2,100,98
CCN(CC(=O)NC1CCS(=O)(=O)C1)C(=O)C(c1ccccc1)c1ccccc1 (stereo not given),102,0,1,102,100,-10,99,-13,-5,104,103
Cc1ccc(-c2cc(-c3ccc(C)o3)nc(N)c2C#N)cc1,100,20,17,99,98,.,98,85*,.,99,100
O=C1CN(C(=O)COC(=O)CCCOc2ccccc2)c2ccccc2N1,94,-1,-2,93,93,0,91,0,1,95,95
COC(=O)c1ccc(NC(=O)c2ccccc2NS(=O)(=O)c2ccccc2)cc1,103,-1,1,104,106,-3,102,-3,0,101,106
Cc1ccccc1CSc1nnc(NC(=O)C2COc3ccccc3O2)s1 (stereo not given),97,.,.,95,96,.,96,?,.,97,95
COc1cc(C(=O)OCC(=O)Nc2sccc2C(N)=O)cc(OC)c1OC,?,-4,-1,?,?,-6,?,-3,-4,?,?
O=S1(=O)N=C2CCCN2C(c2ccc(F)cc2)N1 (stereo not given),96,-6,-5,102,107,-12,100,-5,-6,101,107
Cc1cc(O)ccc1NC1=CC(=O)CC(C)(C)C1,95,0,-2,97,100,-1,99,0,0,97,99
CC(C)C1Cc2[nH]c(=O)c(C(=O)O)cc2CO1 (stereo not given),103,-2,2,104,103,-12,100,-1,-1,105,105
COc1ccc(CC(=O)Nc2cccc3ncccc23)cc1OC,97,-2,0,98,99,-5,97,-3,-3,95,99
O=C(Cc1ccccc1F)Nc1nc2ccccc2[nH]1,98,-1,-3,97,97,-5,98,-3,-1,98,94
Cc1cc(C)n(C(=O)c2sc3cc(F)ccc3c2Cl)n1,100,-4,-1,101,106,0,99,0,-3,101,99
